# Screening data as filed in PubChem BioAssay.
# PKA-R1A activ – activators of PKA-R1A holoenzyme, primary screen, biochemical, fluorescence polarization, Cy5-IP20, bovine R1A, mouse PKAc | activation, % at 11.4 µM | PKA-R1A dissociation; scaled: DMSO 0%, 113 µM cGMP 100% | 340,000 compounds, 0.083% hits;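 active = percent activation above the mean of all tested compounds plus 3 SD, cut at about 19% in these data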;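 note: higher means more PKAc released from R1A so a rise in polarization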
# E coli growth – E. coli V3065 growth inhibition, primary screen, counter-screen for AddAB inhibitor project, absorbance, OD600. 18 h. inhibition, % at 11.9 µM. 330,000 compounds, 0.27% hits. AID 449728, 2010;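 active = inhibition above the campaign's mean inhibition across all tested compounds plus 3 SD, cut at about 9.9% in these data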;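 note: uninfected addAB+ strain grown without phage in ampicillin broth; 0% = DMSO wells and 100% = ciprofloxacin 0.95 µg/ml wells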
# phage Ecoli inh – growth loss of phage-infected E. coli, primary screen, RecBCD inhibitor project, absorbance, with phage, HTS. inhibition, % at 11.9 µM. 360,000 compounds, 0.26% hits. AID 651602, 2012; in the data active = inhibition above about 11%
# PfHsp90 yeast 2 – growth inhibition of PfHsp90-expressing yeast, primary screen, antimalarial PfHsp90 inhibitor project, S. cerevisiae, BacTiter-Glo luminescence, single point, set 2 | AID 504621, 2011 | BacTiter-Glo ATP, 48 h; yeast lacking PDR1 and PDR3 efflux regulators | 310,000 compounds, 0.32% hits | inhibition, % at 9.4 µM;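 active = every replicate shows inhibition above about 80%, whatever the replicate mean, limit read from the data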;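 note: 0% = DMSO neutral controls and 100% = 20 µM radicicol positive controls; yeast relying on Plasmodium falciparum Hsp90 in place of its own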
# AddAB inh – growth inhibition of E. coli expressing H. pylori AddAB, primary screen, AddAB inhibitor project, absorbance. 330,000 compounds, 0.29% hits. AID 435030, 2010. inhibition, % at 11.9 µM; in the data active = inhibition above about 12%;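 note: 0% = vehicle wells of infected cells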
# Pemphigus Ab inh – inhibitors of pemphigus antibody binding to DSG3, primary screen, biochemical, bead-based, flow cytometry, scFv-GFP; Desmoglein-3 (Homo sapiens), P32926; binding (percent of control), % at 10 µM; DSG3-coupled beads, scFv-anti-DSG3-GFP binding; active compounds read low; 310,000 compounds, 0.48% hits; AID 588358, 2011;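 active = binding more than 3 SD below its plate's average and above zero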;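 note: hits lower antibody fragment binding to DSG3; some compounds called inactive have numbers as strong as hits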
# MOR-DOR inv ag – inverse agonists of MOR-DOR heterodimerization, primary screen, cell-based, luminescence; 340,000 compounds, 0.21% hits; cell-based MOR-DOR heterodimer luminescence, inverse agonism; inhibition, % at 9.3 µM; Mu-type opioid receptor (Homo sapiens) + Delta-type opioid receptor (Homo sapiens), …; in the data active = inhibition above about 22%, passing the limit was not always enough;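 note: 0% = cells with DMSO and 100% = wells without cells with DMSO; values of inactives mirror those of a sister screen read the other way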
# Target sequence (P35372 whole entry, looked up): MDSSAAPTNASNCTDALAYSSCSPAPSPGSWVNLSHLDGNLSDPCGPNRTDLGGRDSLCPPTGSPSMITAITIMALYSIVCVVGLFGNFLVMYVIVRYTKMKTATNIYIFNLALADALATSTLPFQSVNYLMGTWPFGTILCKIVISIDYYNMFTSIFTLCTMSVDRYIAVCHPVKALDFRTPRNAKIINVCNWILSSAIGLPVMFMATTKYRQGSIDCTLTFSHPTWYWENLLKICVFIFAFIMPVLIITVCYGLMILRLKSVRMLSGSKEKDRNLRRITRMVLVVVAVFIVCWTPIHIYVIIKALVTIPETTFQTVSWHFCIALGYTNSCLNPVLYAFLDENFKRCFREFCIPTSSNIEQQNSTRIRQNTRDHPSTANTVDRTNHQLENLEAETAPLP
# Target sequence (P41143 whole entry, looked up): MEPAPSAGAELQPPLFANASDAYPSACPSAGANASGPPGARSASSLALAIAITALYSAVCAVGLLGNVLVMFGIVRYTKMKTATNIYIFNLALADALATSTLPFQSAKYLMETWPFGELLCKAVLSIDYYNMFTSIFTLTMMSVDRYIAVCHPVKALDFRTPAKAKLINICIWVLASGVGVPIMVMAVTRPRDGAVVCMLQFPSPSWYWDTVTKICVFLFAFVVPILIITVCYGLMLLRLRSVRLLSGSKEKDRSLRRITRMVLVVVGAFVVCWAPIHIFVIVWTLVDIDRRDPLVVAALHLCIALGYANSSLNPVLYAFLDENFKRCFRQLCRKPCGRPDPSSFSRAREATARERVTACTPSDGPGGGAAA
# OPRM1-OPRD1 ag – agonists of OPRM1-OPRD1 heterodimerization, primary screen, cell-based, luminescence; cells; 340,000 compounds, 0.3% hits; activation, % at 9.3 µM; Mu-type opioid receptor (Homo sapiens) + Delta-type opioid receptor (Homo sapiens), …; in the data active = activation above about 18%;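 note: 0% = vehicle-treated cells and 100% = reference agonist; values of inactives mirror those of a sister screen read the other way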
# Arrestin-AP2 inh – inhibitors of beta-arrestin/AP2 binding, primary screen, biochemical, GPCR trafficking, flow cytometry; FITC-arrestin peptide / GST-AP2 beads; AP2 beta2 appendage carries R879A mutation; inhibition, % at 10 µM; 340,000 compounds, 0.31% hits; AID 504490, 2011;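 active = inhibition above a set limit, near 3 SD of compounds lacking own fluorescence, cut at about 54% in these data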;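 note: plate controls were DMSO wells for no effect and 5 µM unlabelled arrestin peptide for full effect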
#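 System: GST-AP2 R879A bound to glutathione beads, E. coli-expressed. Also added: 50 nM FITC-arrestin peptide. Schedule: compound with beads 12 min RT, then probe 1 h RT. Signal: bead flow cytometry, FITC channel. Read-out basis: percent response.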
# Tat transport – E. coli Tat export inhibitors, primary screen, MC4100, TorA-mCherry reporter, fluorescence, single point; inhibition, % at 10 µM; 340,000 compounds, 0.036% hits; AID 488895, 2010;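 active = mean replicate inhibition at least 50% and at least half of replicates individually reaching 50%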;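 note: exported cargo escapes ClpAP degradation while cytoplasmic cargo is degraded and loses fluorescence; 0% = median of neutral control wells and 100% = median of NaSCN control wells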
# Mot1-301 SUMO – yeast Mot1-301 growth rescue at high temperature, primary screen, SUMOylation pathway inhibitor project, S. cerevisiae, ATP luminescence, 38.5C. S. cerevisiae Mot1-301 growth rescue; percent above DMSO median, 100 means doubled. growth rescue, % at 18.8 µM. 320,000 compounds, 1% hits. AID 2716, 2010;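 active = every valid replicate shows activation above 250% relative to neutral control wells; inactive = the rest, any valid replicate at or below 250%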;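 note: OY570 slx delta 5 strain wells were the positive control but not used for scaling; some compounds called inactive have numbers as strong as hits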
# The depositor's hits bear a star; . = not tested or not shown; & = joins results of further samples. Hits appear at their usual frequency, and some 2.8% of all compounds hit somewhere here.
# Order of values – PfHsp90 yeast 2	Tat transport	Pemphigus Ab inh	Mot1-301 SUMO	PKA-R1A activ	OPRM1-OPRD1 ag	MOR-DOR inv ag	E coli growth	AddAB inh	Arrestin-AP2 inh	phage Ecoli inh
1: Cn1c(=O)c2c(nc(SCC(=O)N3CCc4ccccc4C3)n2C)n(C)c1=O
 : .	18	101	31	-4	5.6	-33	-1.1	0.8	11	3.9
2: CCOc1ccc(Cc2onc3c2C(=O)CCC3)cc1OCC
 : .	6	116	125	-16	-1.8	9	97*	99*	17	2.8
3: CC(CCc1ccccc1)NC(=O)c1ccc(F)cc1 (stereo not drawn)
 : 12	-1	105	-13	-11	-1.6	7	-1.3	1.7	3	-1.6
4: O=C(NNC(=O)C1CCN(S(=O)(=O)c2cccc(Cl)c2)CC1)C1CC1
 : 1	7	97	-9	-10	-3.3	17	-1.4	-2.1	0	0.9
5: N#CCC(CNc1ncc(C(F)(F)F)cc1Cl)OC(=O)c1cccc(C(F)(F)F)c1 (stereo not drawn)
 : 18	13	99	-14	-7	4.0	-23	0.2	-1.9	-2	1.9
6: O=C(Cn1cncn1)NCc1cccc(C(F)(F)F)c1
 : -2	1	99	.	0	-0.6	3	6.6	2.5	4	2.3
7: Cn1c(-c2ccsc2)c(-c2cccs2)c2cc(Br)ccc21
 : 5	6	97	6	-5	-0.1	0	1.8	2.2	-2	2.2
8: Cc1ccc(S(=O)(=O)/C(C#N)=C/c2c(N3CCCCC3)nc3ccccn3c2=O)cc1
 : .	.	109	12	.	.	.	-2.9	5.5	37	2.2
9: COc1ccc(Cl)cc1C(=O)NNC(=S)NC(=O)c1cc(-c2ccc(Cl)cc2)nc2ccccc12
 : 1	6	92	10	-6	-2.1	12	-2.2	-1.6	5	0.8
10: Cc1cc(S(=O)(=O)Nc2nc(CN3CCOCC3)nc3sc4c(c23)CCC4)cc(C)c1C
 : 1	12	102	.	10	-0.7	5	.	.	21	1.7
11: CCN1CCN(Cc2c(O)ccc3c(=O)c(-c4ccc(OC)c(OC)c4)c(C)oc23)CC1
 : -12	8	98	-16	-6	2.1	-13	1.3	1.0	4	1.8
12: O=S(=O)(c1ccccc1F)N1CCN(Cc2cc3c(cc2Br)OCCO3)CC1
 : 2	13	.	19	-6	-4.4	16	1.9	1.6	-6	-3.2
13: Cc1cccc(Nc2nnc(SCc3cn4ccsc4n3)s2)c1
 : -32	-7	102	-1	-17	-0.4	2	-0.5	4.7	6	17*
14: Cc1cc(Oc2nnnn2-c2ccccc2)ccc1Cl
 : .	-12	101	103	2	4.7	-22	-5.0	-1.2	8	0.5
15: CSc1ncc(CN2CCN(C3CCN(C(C)C)CC3)C(CCO)C2)cn1 (stereo not drawn)
 : 13	13	109	.	4	-0.8	4	.	.	9	0.8
16: CC1=C(C#N)C(Nc2cc(C)ccn2)(C(F)(F)F)C(=O)N1 (stereo not drawn)
 : 9	7	98	-12	6	-0.7	3	-1.2	-1.7	8	1.0
17: Cc1c(NC(=O)c2cccc(NC(=O)Cc3ccccc3F)c2)c(=O)n(-c2ccccc2)n1C
 : 4	4	101	11	4	-0.9	4	1.4	0.1	24	1.1
18: Cc1cc(C)cc(NC(=S)N2CCN(C(=O)c3ccco3)CC2)c1
 : -17	-6	.	7	3	-0.9	6	-1.9	-0.4	9	0.2
19: CC1CC(=O)N(CC(=O)NCc2ccc3c(c2)OCO3)c2ccccc2S1 (stereo not drawn)
 : 16	6	102	9	-3	-0.3	2	-1.9	-0.8	9	1.1
20: COc1ccc(NC(=O)C23CC4CC(C2)CC(n2cnc(Br)n2)(C4)C3)cc1OC
 : -4	-7	69	2	-1	-1.7	9	-2.3	2.8	23	4.1
21: CCOCCCNC(=S)N(CCN(CC)CC)Cc1cc2cc3c(cc2[nH]c1=O)OCCO3
 : -17	-10	93	-2	0	-2.5	11	-0.2	2.0	-1	-0.9
22: CC(C)CN1C(=O)NC(NC(=O)c2cccs2)(C(F)(F)F)C1=O (stereo not drawn)
 : .	-17	86	10	3	-1.9	9	-0.1	-0.9	11	0.5
23: CCCc1cc(=O)[nH]c(SCC(=O)NC2CCCCCCC2)n1
 : 7	3	132	13	-6	-0.6	3	-1.9	-1.9	19	-1.4
24: O=Cc1ccc(O)c(O)c1
 : -5	-7	99	408&-9	-10	-1.9	10	-1.2	-2.6	14	1.9
25: CCOC(=O)CNc1c(-c2ccccc2)nc2ccc(Cl)cn12
 : 73	-2	.	-6	-1	-1.1	6	-0.6	3.8	-4	3.9
26: CC1C/C(=N\NC(=S)NCc2ccccc2)CC(C)(C)C1 (stereo not drawn)
 : -1	10	106	.	5	7.9	-39	-1.4	-0.7	15	1.5
27: Cc1ccc2nc(SC(C)C(=O)NC3CCCc4ccccc43)[nH]c2c1 (stereo not drawn)
 : -14	0	99	-21	-10	2.8	-14	-2.0	-0.8	6	1.6
28: CCSc1nc2n(n1)C(c1cccc(F)c1)C1=C(CCCC1=O)N2 (stereo not drawn)
 : 5	-3	101	20	-12	-3.1	13	0.8	2.6	-3	5.2
29: C[C@H]1COC2=C1C(=O)C(=O)c1c2ccc2c1CCCC2(C)C
 : -48	4	93	-4	-4	12	-60	-3.2	0.7	6	.
30: CSc1ccccc1OCc1cc(C(=O)N2CCSCC2)no1
 : 3	2	99	-5	9	-1.7	9	0.3	1.8	3	1.8

# Remaining list, next part.
# Order of values – PfHsp90 yeast 2	Tat transport	Pemphigus Ab inh	Mot1-301 SUMO	PKA-R1A activ	OPRM1-OPRD1 ag	MOR-DOR inv ag	E coli growth	AddAB inh	Arrestin-AP2 inh	phage Ecoli inh
31: COc1cc(OC)cc(C(=O)N[C@H](C(=O)OCC(=O)Nc2sccc2C#N)C(C)C)c1
 : -1	-7	102	-7	0	-1.1	5	0.2	3.9	16	2.8
32: CCN1C[C@@H]2[C@@H]3C(=O)N(C)C(=O)[C@@H]3[C@](Cc3ccccc3)(C1=O)N2C(=O)c1ccc(Cl)c(Cl)c1
 : 18	-6	98	.	10	-1.8	10	.	.	-2	0.6
33: COc1cscc1C(=O)O
 : -16	-5	107	-35	1	-3.8	19	-0.8	3.1	-3	0.2
34: Cn1c(CNc2ccc(O)cc2)nc2ccccc21
 : 11	-6	95	76	-3	-0.9	5	-0.5	-0.8	30	0.7
35: C=CCn1c(SCC(=O)Nc2ccc(C(=O)O)cc2)nc2sc(C)c(C)c2c1=O
 : .	0	103	.	-4	-2.1	8	-1.4	-2.3	37	0.8
36: CCn1c(SCC(=O)NCCc2ccccc2)nnc1C(C)C
 : 9	-11	98	-4	-9	-4.6	22	-2.6	-1.0	-24	3.4
37: CC(NC(=O)c1ccco1)C(=O)N1CCN(c2ccccc2)CC1 (stereo not drawn)
 : -14	-4	123	-1	9	-2.0	11	1.3	-2.6	-15	1.1
38: CCS(=O)(=O)N1CCN(c2cccc(C)c2C)CC1
 : 14	-7	106	2	-10	-2.1	12	-0.2	2.9	0	2.2
39: CC1(c2ccc3ccccc3c2)NC(=O)N(CC(N)=O)C1=O (stereo not drawn)
 : 3	-4	91	5	-3	-2.8	16	-1.1	0.2	-3	3.7
40: COc1ccc(NCc2nnc(-c3ccccc3)o2)cc1
 : 26	5	104	-2	-3	-1.5	8	0.7	2.9	-2	1.9
41: CCn1ncc(/C=N/NC(=O)c2ccc3c(c2)OCO3)c1C
 : -14	-1	91	-10	-4	-2.2	13	0.1	1.0	-1	2.1
42: CCN(CC)c1ccc(C=NNc2ccc([N+](=O)[O-])cn2)cc1
 : 17	7	136	.	-10	-0.3	1	.	.	-18	2.5
43: O=C(Nc1ccon1)c1cc2c(s1)CCCC2
 : .	-7	95	-31	-9	-0.3	2	-0.4	-0.3	8	.
44: CC1=NN(c2ccc(Cl)cc2)C(=O)C1
 : -11	-7	106	9	3	-6.2	29	-0.1	-0.3	11	3.7
45: CCCCCCN(C(=O)CCCN1C(=O)NC(c2ccc([N+](=O)[O-])cc2)C(C(=O)OCc2ccccc2)=C1C)C(C)C(=O)NCCCC (stereo not drawn)
 : -1	-3	99	.	2	-2.5	12	0.7	-0.7	7	.
46: Cc1ccc(S(=O)(=O)Nc2ccc(O)c3cccnc23)cc1
 : 17	-3	104	134	-6	5.4	-30	-0.1	4.8	11	-6.5
47: Cc1cccc(NC(=O)Nc2ccc(C)cc2Br)c1
 : -6	-10	121	-2	1	9.8	-52	-1.8	2.4	6	5.1
48: Nc1nc(SCc2ccccc2Cl)n[nH]1
 : .	2	107	-16	7	-1.3	8	-0.6	1.1	5	1.9
49: CCCn1c(N)cc(=O)n(C)c1=O
 : 22	2	101	409	-14	-3.3	19	-0.8	2.8	2	1.1
50: O=C(/C=C(\c1ccc(Cl)cc1)n1cncn1)c1ccc(Cl)cc1
 : 3	-2	103	-26	3	0.0	0	-0.1	1.3	2	.
51: COCCN(C(=O)c1ccco1)C(C(=O)NC1CCCC1)c1cccs1 (stereo not drawn)
 : 8	7	106	.	1	-3.6	22	-0.4	4.5	25	2.5
52: Cc1cccc(NC(=S)N2CCN(c3ccccc3F)CC2)c1C
 : 5	-3	107	32	-6	-2.5	13	1.3	3.7	5	0.9
53: CC(C)(C)OC(=O)N1CCN(c2ccc(NC(=O)Cn3nnc(-c4ccccc4)n3)cc2)CC1
 : 6	-1	90	-6	-8	0.3	-2	0.3	2.1	4	1.9
54: CC(C)(C)OC(=O)C[C@H]1C/C=C\C[C@@H](CC(=O)N[C@H](CO)Cc2ccccc2)C(=O)NC[C@H](c2ccccc2)OC1=O
 : 0	-3	107	-13	-10	-3.0	16	-2.6	-2.5	-10	0.5
55: COc1cccc(CNC(=O)c2nnn(CC(=O)Nc3ccc(C)c(C)c3)c2N)c1
 : -24	0	.	-11	-6	2.2	-12	0.2	0.9	5	3.7
56: O=C(NCc1ccc(Cl)cc1)C1CCN(S(=O)(=O)c2ccc(F)cc2)CC1
 : -50	-15	108	238	-3	-1.6	8	0.2	-1.6	14	3.3
57: N#Cc1ccccc1NC(=O)Nc1cccs1
 : -26	2	108	-6	-2	0.8	-4	2.8	2.8	38	3.0
58: CN(Cc1ccccc1)C1(CNC(=O)CCC(F)(F)F)Cc2ccccc2C1
 : -5	-7	117	-35	-2	1.4	-8	0.9	4.7	5	-0.2
59: O=C(COC(=O)/C=C/c1cccc(Br)c1)NC1CCCCCC1
 : -7	-2	.	-15	5	-2.4	10	-2.0	3.0	25	3.8
